Assay outcomes: PubChem BioAssay, several laboratories
MITF TRPM1 HTS: activators of MITF-driven TRPM1 promoter activity in SK-MEL-5 cells. 0.75% of 300,000 active. activation, % at 12.5 µM. SK-MEL-5 TRPM1-promoter luciferase, 24 h; % of positive control, neutral wells = 0;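 active means mean activation of at least 80% with every replicate also reaching 80%; inconclusive means mean reaches 80% but some replicate falls short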;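 further: 0% = neutral control wells and 100% = parthenolide positive control wells; values of inactives mirror those of a sister screen read the other way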
HTR5A inv ag: counter-screen for OPRM1-OPRD1 inverse agonists: human HTR5A inverse agonism; inhibition, % at 9.3 µM; AID 504634; 0.083% of 340,000 active; P47898; HTR5A cell line, luminescence; in the data active means inhibition mostly above about 23%, no sharp cut-off; inactive means mostly below about 18%;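 further: 0% = cells with DMSO and 100% = no-cell wells with DMSO; some compounds called inactive have numbers as strong as hits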
V-ATPase pH: yeast V-ATPase proton transport regulation by pHLuorin | 0.37% of 350,000 active | response, % at 10 µM | S. cerevisiae, pHLuorin cytosolic pH fluorescence | AID 504577; in the data active means response mostly above about 7.3%, no sharp cut-off; inactive means mostly below about 5.4%; further: actives read high; inactives centre near 0; some compounds called inactive have numbers as strong as hits; reference of the scale not given here
CDK5 p35 inh: blocks human CDK5/p35 kinase activity. Q00535+Q15078. Recombinant CDK5/p35, ADP-Glo luminescence, 60 min. inhibition, % at 10 µM. 0.01% of 330,000 active;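 active means highest replicate inhibition of at least 50% and at least 75% of replicates reaching 50%; inconclusive means only one of the two criteria met; inactive means both criteria failed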;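 further: plate controls were DMSO neutral control for no effect and GW8510 at 10 µM for full effect; many of its hits are not listed in these tables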
HTR5A ag: activates human HTR5A in OPRM1-OPRD1 agonist counter-screen; P47898; AID 504692; HTR5A agonist assay, luminescence, cell-based; 0.61% of 340,000 active; activation, % at 9.3 µM; in the data active means activation mostly above about 9.5%, no sharp cut-off; inactive means mostly below about 7.6%;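 further: 0% = cells with vehicle only and 100% = reference agonist; strong numbers were not always called active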
dFosB act: mouse delta FosB homodimer activation; P13346; activation, % at 25 µM; 0.99% of 340,000 active; purified delta FosB, TAMRA-CDK5 oligo fluorescence polarization; percent of positive-control signal above neutral wells;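 active means mean activation above about 17%, with every replicate also reaching it, limit read from the data, passing the limit was not always enough; inconclusive means only one of the two conditions met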;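 further: fluorescence polarization rise as delta FosB binds a TAMRA Cdk5 AP-1 oligo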
Target sequence (P13346 whole entry, looked up): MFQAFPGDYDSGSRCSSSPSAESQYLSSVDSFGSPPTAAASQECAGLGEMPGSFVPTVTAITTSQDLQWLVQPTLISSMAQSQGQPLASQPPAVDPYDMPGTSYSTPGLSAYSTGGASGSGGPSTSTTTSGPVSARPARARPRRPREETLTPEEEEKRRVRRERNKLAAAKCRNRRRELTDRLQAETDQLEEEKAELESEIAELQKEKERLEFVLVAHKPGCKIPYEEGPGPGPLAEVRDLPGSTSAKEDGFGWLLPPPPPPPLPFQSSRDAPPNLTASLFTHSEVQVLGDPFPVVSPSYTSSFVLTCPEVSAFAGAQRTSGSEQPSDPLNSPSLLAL
Wnt act: activators of Wnt/beta-catenin signaling; Wnt/beta-catenin reporter cell assay, activator, plate reader; activation, % at 9.35 µM; 1.2% of 300,000 active; in the data active means activation above about 30%, passing the limit was not always enough; inconclusive means no clear call, values can overlap the other calls;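 further: 0% = neutral control wells and 100% = positive control wells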
SR-BI HDL uptake: mouse SR-BI HDL lipid transfer inhibition. AID 488896. Q61009. ldlA[mSR-BI] CHO cells, DiI-HDL uptake fluorescence, 3 h. inhibition, % at 12.5 µM. 0.96% of 320,000 active;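 active means mean replicate inhibition of at least 70% and a set share of replicates each scoring 70 or more; inconclusive means meets just one of the two criteria; inactive means fails both criteria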;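 further: 0% = median of neutral control wells and 100% = median of positive control wells; values of inactives mirror those of a sister screen read the other way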
Target sequence (Q61009 whole entry, looked up): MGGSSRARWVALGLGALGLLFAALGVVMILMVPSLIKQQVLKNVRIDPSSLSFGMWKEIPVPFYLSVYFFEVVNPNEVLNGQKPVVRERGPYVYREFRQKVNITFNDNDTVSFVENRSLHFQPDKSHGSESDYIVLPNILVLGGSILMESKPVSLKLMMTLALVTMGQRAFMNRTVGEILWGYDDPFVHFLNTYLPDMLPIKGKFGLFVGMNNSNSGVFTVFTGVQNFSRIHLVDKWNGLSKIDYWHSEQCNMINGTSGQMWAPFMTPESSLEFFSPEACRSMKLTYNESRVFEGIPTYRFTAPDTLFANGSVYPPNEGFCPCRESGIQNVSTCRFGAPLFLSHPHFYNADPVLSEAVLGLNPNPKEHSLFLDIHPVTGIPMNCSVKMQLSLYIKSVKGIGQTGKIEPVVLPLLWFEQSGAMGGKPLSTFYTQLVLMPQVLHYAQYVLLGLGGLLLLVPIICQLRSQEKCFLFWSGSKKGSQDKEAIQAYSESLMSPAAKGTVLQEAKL
NSD2 HMT inh: blocks human histone methyltransferase NSD2. inhibition, % at 12.5 µM. 0.54% of 310,000 active. NSD2 peptide methylation, AlphaScreen, 120 min; in the data active means inhibition above about 50%
PvdQ inh: blocks Pseudomonas aeruginosa PvdQ acylase activity; purified PvdQ acylase, fluorescence plate reader; inhibition, % at 10 µM; 0.063% of 340,000 active; AID 488965; in the data active means inhibition above about 30%, passing the limit was not always enough; inconclusive means no clear call, values can overlap the other calls;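 further: 0% = vehicle neutral wells and 100% = reference inhibitor wells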
An asterisk follows results filed as active; ? = inconclusive; / = not tested or not shown.

Sequence of screens – MITF TRPM1 HTS	HTR5A inv ag	V-ATPase pH	CDK5 p35 inh	HTR5A ag	dFosB act	Wnt act	SR-BI HDL uptake	NSD2 HMT inh	PvdQ inh
[1] C1COCCNCCOCCOCCOCCN1
→ 14	4	1	0.1	-2	9	-5	-27	-1	-5
[2] COc1cc(C(=O)C(O)c2ccc(O)c(OC)c2)ccc1O (centres undefined)
→ -4	0	-3	-1.5	0	8	0	4	1	-8
[3] Cc1cccc(C)c1NC(=O)CSc1nnc(-c2ccoc2C)n1CCc1ccccc1
→ 1	14	-3	0.3	-2	-8	-4	-4	19	0
[4] Cc1ccc2cc(CCNC(=O)c3cccs3)c(=O)[nH]c2c1
→ 58	1	-1	0.6	0	-12	30	-22	/	19
[5] COc1ccc2oc(C)c(NC(C)=O)c2c1
→ /	10	2	-0.4	-2	-4	-1	0	0	2
[6] CCOC(=O)c1c(NC(=O)C(F)(OC)C(F)(F)F)sc2c1CCN(C)C2 (centres undefined)
→ 1	-8	1	1.1	2	-1	/	-8	1	7
[7] COc1ccc(OCc2cc(C(=O)N(C)CC3CCCCO3)no2)c(Cl)c1 (centres undefined)
→ 44	19	2	0.4	-4	-1	19	15	9	-8
[8] COc1ccccc1-c1nnc(SCC(=O)NC2CCCCC2)n1C
→ -13	6	0	-0.2	-2	2	-2	/	3	3
[9] O=C(Nc1nnc(-c2ccccc2)o1)Nc1ccc(F)cc1F
→ -8	1	-2	0.4	1	0	-2	6	-2	-6
[10] Cc1ccc(C2/C(=C(\O)c3cnn(-c4ccccc4)c3C)C(=O)C(=O)N2CCN(C)C)o1 (centres undefined)
→ /	-1	1	1.1	1	-2	-2	-32	/	-14
[11] CCC(=O)N1CCc2cc(Br)c(S(=O)(=O)CCC(=O)NCCc3ccccc3)cc21
→ 2	-4	-2	-2.3	1	-12	-7	13	-2	-11
[12] Cc1csc(NC(=O)C2CCN(S(=O)(=O)c3ccccc3)CC2)n1
→ -3	17	5	0.2	3	2	-5	-6	1	-1
[13] Cc1ccc(NC(=O)C2CCCO2)c(Br)c1 (centres undefined)
→ 33	-12	4	0.4	2	2	16	-9	-3	2
[14] Cc1nc2c3ccccc3n(Cc3ccccc3F)c2s1
→ 8	7	-2	-1.9	-3	-8	-1	17	1	-8
[15] Nc1cc2c3c(cccc3c1)C(=O)N(CCN1CCCC1)C2=O
→ -88	-3	5	1.2	1	57*	1	-8	13	-6
[16] CC(=Nc1ccccc1)C1=C(O)CSC1=O
→ 1	8	-3	2.4	-3	0	-1	0	/	-3
[17] CN(CC(CC(=O)Nc1nncs1)c1ccccc1)S(=O)(=O)c1ccccc1 (centres undefined)
→ 7	-5	1	0.0	2	-9	-3	-28	/	-9
[18] COc1cc2nc(CN3CCOCC3)n(CC(=O)NCC(F)(F)F)c(=O)c2cc1OC
→ -11	15	-3	3.6	-2	4	3	/	-1	2
[19] CSCCC(NS(=O)(=O)c1ccc(Cl)c(Cl)c1)C(=O)O (centres undefined)
→ 1	-29	-2	-0.9	1	10	-3	-23	0	-2
[20] O=C(C[C@H]1C[C@H](C(=O)N2CCOCC2)[C@@]2(CCC3CCCC3)c3[nH]c4cc(-c5ccco5)ccc4c3CCN2C1=O)NCCN1CCOCC1
→ -10	3	-3	1.1	-1	-5	-2	/	/	5
[21] O=[N+]([O-])c1ccc(N2CCN(S(=O)(=O)Cc3ccccc3)CC2)cc1N1CCOCC1
→ -7	-26	-1	-1.0	-3	0	/	-1	6	-5
[22] CCCCCCOC(=O)c1ccc(N)cc1
→ 49	-29	7	1.4	10	-1	2	-9	1	-11
[23] COc1ccc(CN2CCN(Cc3cccc(OC)c3)C(CCO)C2)cc1 (centres undefined)
→ 8	3	-2	-0.7	-1	-6	-2	-5	3	-20
[24] COC(=O)C1=C(C)N(c2cccc(C)c2)C(=O)/C1=C\c1cccs1
→ -1	-15	0	3.5	-1	0	1	51	7	8
[25] COc1ccccc1CNC(=O)C1CCCN(S(C)(=O)=O)C1 (centres undefined)
→ -6	7	1	-1.2	-3	-8	-1	-26	2	-3
[26] O=C(N=Nc1c(O)n(Cc2ccccc2)c2ccccc12)c1ccncc1
→ 19	-2	5	-3.5	2	-17	0	/	7	7
[27] Fc1ccc(-c2nc3nc4ccccc4nc3n2Cc2ccco2)cc1
→ 37	4	1	0.8	2	1	?	16	1	-9
[28] O=C(CC1S/C(=N/N=C/C=C/c2ccccc2)NC1=O)Nc1ccc(Cl)c(Cl)c1 (centres undefined)
→ -3	4	0	0.1	3	3	-1	27	1	-7
[29] CCOC(=O)c1sc(NC(=O)CSc2nc(O)c(Cc3ccccc3)c(=O)[nH]2)nc1C
→ -8	12	0	0.4	3	0	1	-8	5	7
[30] COc1ccc(OC)c(-n2c(O)cnc2Nc2nc(C)cc(C)n2)c1
→ -6	17	3	-0.2	-7	1	-1	/	-1	2
[31] CC(NC(=O)C(c1ccccc1)c1ccccc1)C(=O)N1CCCCC1 (centres undefined)
→ 3	-5	2	0.1	2	0	-2	29	-5	2
[32] COc1cc2c(cc1OC)CN(CC(=O)Nc1ccc(C)c(S(=O)(=O)N3CCOCC3)c1)CC2
→ -6	-15	4	-1.4	-4	1	0	18	-1	-5
[33] CC(C)OC(=O)CSc1nc(N2CCOCC2)c2c(c1C#N)CC(C)(C)OC2
→ 7	7	2	-0.2	-2	-6	0	1	10	0
[34] Cc1sc2ncnc(SCC(=O)c3ccc4c(c3)OCCO4)c2c1-c1ccccc1
→ -19	1	-4	-0.4	0	-3	-4	-18	0	2
[35] Cc1ccc(CNC(=O)C2CC(c3ccc([N+](=O)[O-])cc3)=NO2)cc1 (centres undefined)
→ 9	-17	0	-0.2	2	-5	6	-23	/	-2
[36] O=C1CCCC(O)=C1N=Nc1ccc2c(c1)OCO2
→ 19	7	0	-1.7	-3	-1	46*	-26	1	-2
[37] CCOc1ccccc1CNC(=O)CCCC(=O)n1nc(C)c2ccccc21
→ 2	3	-6	-1.9	3	-11	-2	13	-10	9
[38] CN(C)c1ccnc2sc(C(N)=O)c(N)c12
→ 14	-16	4	3.0	1	-4	/	-11	0	5
[39] CCOc1ccc(CCNC(=O)c2ccc(CNS(=O)(=O)c3ccccc3)cc2)cc1OCC
→ -20	18	-1	-2.2	3	1	-3	46	0	-14
[40] COc1cc(C(=O)NCC(c2cccs2)N2CCOCC2)cc(OC)c1OC (centres undefined)
→ 8	-5	3	-0.3	1	-11	-1	-17	-2	-14
[41] COc1ccc2c(c1)CC[C@@H]1[C@@H]2CC[C@]2(C)C(=O)CC[C@@H]12
→ 9	-8	-1	-1.2	2	1	-3	31	/	3
[42] CCn1c(C)nnc1SCC(=O)NC1CCCC1
→ 3	0	1	-2.3	0	2	-3	/	-3	-13
[43] CN(C)S(=O)(=O)N(CC(=O)N1CCN(c2ccccc2F)CC1)c1ccccc1
→ -4	4	3	-3.4	-2	-1	-2	17	/	-14
[44] Cc1ccc(-c2noc(COc3ccc4c(c3)OCO4)n2)cc1
→ -5	-25	-15	-0.6	2	-5	/	-35	1	0
[45] Cc1ccc(NC(=O)CN2CCCC2c2cccn2C)c(Br)c1 (centres undefined)
→ 109*	-5	-2	-1.5	2	-11	10	27	2	-9
[46] Nc1nc(-c2ccc(Br)cc2)c(S(=O)(=O)c2ccccc2)s1
→ 12	17	-2	0.6	0	-11	3	-27	-2	-4
[47] NC(=O)CN1C(=O)C2CCCCN2C(=O)c2ccccc21 (centres undefined)
→ 1	-46	-3	-0.9	0	-4	-4	-26	-3	-1
[48] COc1ccc2[nH]cc(C(=O)N3CCCCC3)c(=O)c2c1
→ /	-3	2	-1.7	5	4	18	-41	-1	-15
[49] O=C(/C=C/c1ccccc1Cl)NCc1ccco1
→ 75	-12	-1	-0.1	-2	6	/	-1	1	-2
[50] COC(=O)Cn1nnc(N2CCOCC2)n1
→ /	/	3	1.0	/	3	0	2	-3	-19
[51] Cc1cccc(C)c1N1C(=O)CC(N2CCN(S(=O)(=O)c3ccccc3F)CC2)C1=O (centres undefined)
→ 6	4	2	0.7	6	-8	0	16	0	-13
[52] COc1ccc(NC(=O)C2CCCN(S(=O)(=O)c3ccc4[nH]c(=O)ccc4c3)C2)cc1 (centres undefined)
→ 7	-7	3	0.5	3	17*	0	3	/	-7
[53] O=C(CCN1CCN(C/C=C/c2ccccc2)CC1)Nc1ccccc1Cl
→ -3	0	-2	0.1	0	3	1	-3	4	-3
[54] O=C(O)c1ccccc1NN=Cc1ccccc1
→ 40	-2	5	1.1	1	2	61*	29	2	-9
[55] Cc1ccccc1Nc1nnc(SCC(=O)Nc2ncc(C(F)(F)F)cc2Cl)s1
→ -8	-3	-2	2.0	-1	-2	-4	-30	1	7
[56] CS(=O)(=O)c1ccc(Cl)c(NC(=O)COC(=O)CCN=C2NS(=O)(=O)c3ccccc32)c1
→ -6	11	1	-1.5	0	2	0	-12	-4	-8
[57] CC(C)CCOc1cccc(OCC(=O)N(C)C2CCS(=O)(=O)C2)c1 (centres undefined)
→ -3	19	-6	0.8	1	-8	-5	2	-8	4
[58] O=C(NCc1ccco1)C(c1ccc(F)cc1)N(C(=O)Cc1cccs1)c1cccnc1 (centres undefined)
→ 6	-20	-1	-2.2	3	-3	/	-21	4	-9
[59] O=C(Cn1c(CC(=O)N2CCOCC2)nc2ccccc21)Nc1ccc2c(c1)OC(F)(F)O2
→ 2	/	1	-0.8	/	-16	/	-34	-7	-11
[60] CCc1ccccc1NC(=O)CN(C)C(=O)Cn1ncc(Cl)c(Cl)c1=O
→ -90	21	-7	-1.2	8	-2	-13	-31	5	1

Later entries:
Sequence of screens – MITF TRPM1 HTS	HTR5A inv ag	V-ATPase pH	CDK5 p35 inh	HTR5A ag	dFosB act	Wnt act	SR-BI HDL uptake	NSD2 HMT inh	PvdQ inh
[61] Cc1ccc(-n2ncc3c(NCCCOC(C)C)ncnc32)c(C)c1
→ -2	-14	4	-0.1	5	-13	/	-6	3	10
[62] CCn1nc(C)c(/C=N/NC(=O)c2c[nH]c3ccccc23)c1C
→ 35	-16	2	0.5	8	2	0	-18	-4	-9
[63] COc1ccc(CNC(=O)C2CCCN2S(=O)(=O)c2ccc(C)cc2)cc1 (centres undefined)
→ -12	-7	-4	-1.5	1	0	-4	-14	22	-9
[64] CCc1nc(SCC(=O)OC(C)C)c2ccccc2n1
→ -5	7	-2	0.2	-3	0	0	-9	-3	-2
[65] O=S(=O)(/N=C(/Nc1ccccn1)c1ccccc1)c1ccccc1
→ 13	-3	3	-2.2	1	-5	-1	-24	/	-3
[66] COC(=O)c1ccccc1-c1ccc(/C=C2\C(=O)N(c3ccccc3)N=C2c2ccccc2)o1
→ 3	10	2	-1.9	3	6	-3	19	-4	-13
[67] CCn1nnnc1SCC(=O)Nc1cccc(C)n1
→ 8	-19	2	0.5	5	-4	-1	-24	-10	-16
[68] CCC(c1nnnn1Cc1ccc(OC)cc1)N(CCCO)Cc1cc2cc3c(cc2[nH]c1=O)OCO3 (centres undefined)
→ /	-2	-1	-0.4	1	-3	-15	-1	-1	-9
[69] CC1(C)CC(NC(=O)CC2CCCCC2)CC(C)(C)N1
→ -8	-4	0	-0.5	-3	0	/	-12	0	0
[70] COc1cc(/C=N/NC2=NC(C)(C)Cc3ccccc32)cc(OC)c1OC
→ 11	-1	8.2*	1.0	0	-3	-1	4	2	26
